Compound activity as filed in PubChem BioAssay.
NTR1 agonist = agonists of NTR1, primary screen, imaging, U2OS cells, beta-arrestin-GFP, high content (AID 493036); NTR1-U2OS beta-arrestin-GFP spot imaging, agonist mode; activation, % at 20 µM; 330,000 tested, 0.17% active;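 active means activation at or above 40% of the spot to cytoplasm intensity ratio, with at least 20 cells analyzed; inconclusive means wells under 20 cells, flagged as cytotoxic or low count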;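 further: 0% = DMSO without peptide and 100% = 100 nM NTR1 peptide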
Target sequence (P30989 whole entry, looked up): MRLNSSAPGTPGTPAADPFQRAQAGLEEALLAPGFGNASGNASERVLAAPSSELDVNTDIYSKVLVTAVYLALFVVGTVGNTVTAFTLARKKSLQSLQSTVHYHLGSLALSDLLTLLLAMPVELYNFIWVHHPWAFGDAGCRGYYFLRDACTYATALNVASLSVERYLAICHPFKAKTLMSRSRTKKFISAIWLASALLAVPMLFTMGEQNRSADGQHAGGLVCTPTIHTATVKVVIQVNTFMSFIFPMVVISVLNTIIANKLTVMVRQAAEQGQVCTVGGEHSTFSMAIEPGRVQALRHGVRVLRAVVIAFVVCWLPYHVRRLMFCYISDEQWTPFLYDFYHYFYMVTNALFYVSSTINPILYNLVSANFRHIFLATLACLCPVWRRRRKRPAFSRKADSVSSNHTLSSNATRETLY
Large T inhibition = TAg ATPase/helicase activity blockers – biochemical (AID 1903); SV40 large T antigen ATPase/helicase inhibition assay; higher % means a stronger effect; inhibition, % at 20 µM, or IC50 in µM where a hit was titrated; 310,000 tested, 0.39% active; in the data active means a potency from the dose series; inconclusive means inhibition mostly from about 32% at the one dose, without a potency; inactive means the rest, 99 in 100 with inhibition below about 32%; further: strong numbers were not always called active
RSV CPE inhibition = inhibition of RSV-induced cytopathic effect – HEp-2 cells, primary 10 µM value included (AID 2391); HEp-2 cells, RSV-induced CPE inhibition; higher % means a stronger effect; CPE inhibition, % at 10 µM; hits with a dose series show IC50 in µM; 310,000 tested, 0.13% active; in the data active means a potency from the dose series; inconclusive means CPE inhibition mostly from about 23% at the one dose, without a potency; inactive means the rest, 99 in 100 with CPE inhibition below about 21%; further: strong numbers were not always called active
T cell HTS = T cell immune modulation candidate; 2C CD8+ T cell-vesicle binding, flow cytometry; hits give low values; calls only at 7 µM; 330,000 tested, 0.068% active;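 active means response, share of CD8 T cells binding vesicles, and their 90th percentile fluorescence all below set limits, cut at about 80% in these data, passing the limit was not always enough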
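incubation = binding step 1.5 h, 37 °C, antibody labelling 20 min, ice | test system = 2C mouse CD8+ T cells | read-out basis = percent CD8+ FL2 mean versus row control | controls = Peptide-free naked vesicles (low) and QL9 vesicles with 0.7% DMSO vehicle (high) | detection = flow cytometry of vesicle-bound cells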
NS5 inhibitors = Dengue-2 NS5 methyltransferase inhibitors, primary screen, biochemical, confirmation dose response (AID 588689) | Dengue-2 NS5 methyltransferase capping enzyme assay, biochemical; higher % means a stronger effect | inhibition, % at 25 µM; hits with a dose series show IC50 in µM | 340,000 tested, 0.3% active; in the data active means a potency from the dose series; inconclusive means inhibition above about 29% without an active follow-up result
Rac1 GTP hydrolysis = MgcRacGAP GTPase-activating activity inhibitors, confirmation, biochemical, ADP Hunter fluorescence | MgcRacGAP-stimulated Rac1 GTP hydrolysis, ADP Hunter fluorescence; higher % means a stronger effect; GST-tagged Rac1 F28L mutant substrate | inhibition, % at 30 µM; hits with a dose series show IC50 in µM | 340,000 tested, 0.6% active | AID 624330;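 active means first-screen hits whose inhibition reached a set limit at any dose in the follow-up dose series; inconclusive means inhibition above the set first-screen limit but never retested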;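 further: fluorescence reports GDP produced by GAP-driven GTP hydrolysis; strong numbers were not always called active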
West Nile virus CPE = inhibition of WNV-induced cytopathic effect – cell-based, CPE readout (AID 1621); West Nile virus-infected cells, CPE inhibition; higher % means a stronger effect; one-dose CPE inhibition, % at 10 µM; IC50 in µM for titrated hits; 290,000 tested, 0.02% active; in the data active means a potency from the dose series; inconclusive means CPE inhibition mostly from about 3.7% at the one dose, without a potency; inactive means the rest, 99 in 100 with CPE inhibition below about 2.2%; further: strong numbers were not always called active
UTI89 phage lysis = protection from phage-mediated lysis, alamar blue read-out – E. coli UTI89, K1F phage, bacterial capsule biogenesis inhibitors (AID 488966); E. coli UTI89 K1F phage lysis, alamar blue, 2 h; higher % means a stronger effect; inhibition, % at 100 µM; hits with a dose series show IC50 in µM; 340,000 tested, 0.02% active;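 active means phage lysis inhibition, versus mean bacterial control, above a set limit; inconclusive means no clear call, values can overlap the other calls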;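 further: capsule biogenesis inhibitors block K1F phage lysis so surviving cells raise fluorescence; higher fluorescence means more inhibition of phage lysis; actives were called in the ten point dose series up to 300 µM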
PhoP inhibition = inhibitors of PhoP regulon expression, primary screen, Salmonella Typhimurium, GFP reporter (AID 1863). S. Typhimurium PhoP-regulated promoter GFP reporter, 4 h; higher % means a stronger effect. inhibition, % at 50 µM; hits with a dose series show IC50 in µM. 300,000 tested, 0.16% active;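 active means inhibition over 29.93%, a cutoff 3 SD above the screen mean, later confirmed by dose response; inconclusive means inhibition over 29.93% but no dose response follow-up; inactive means inhibition at most 29.93% or unconfirmed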;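 further: 0% = low Mg2+ inducing control and 100% = high Mg2+ repressing control; strong numbers were not always called active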
T cell HTS vesicle-bound % = further read-out of T cell HTS, marked with its call; double positive events, %; measured here: CD8+ vesicle-bound cell fraction;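 binding gate set so that unloaded-vesicle control wells show 10% double positive cells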
NTR1 agonist cell count 20 µM = further read-out of NTR1 agonist, marked with its call; cell count; measured here: cell count, cytotoxicity flag
An asterisk follows results filed as active; i = inactive; ? = inconclusive; . = not tested or not shown; [ ] = remark or other dose.

SMILES	NTR1 agonist	NTR1 agonist cell count 20 µM	Large T inhibition	RSV CPE inhibition	T cell HTS	T cell HTS vesicle-bound %	NS5 inhibitors	Rac1 GTP hydrolysis	West Nile virus CPE	UTI89 phage lysis	PhoP inhibition
CN(C(=O)c1cc2c(s1)-c1ccccc1S(=O)(=O)C2)c1ccccc1	0.1	57	9%	1.5%	i	32	0%	12%	0.7%	0.2%[50 µM]	-1%
O=C(O)CCc1c(C(=O)O)[nH]c2ccccc12	1.0	49	19%	1.6%	i	40	-1%	7%	-0.1%	-0.2%	-22%
c1ccc(-c2nnnn2CCOCCn2nnnc2-c2ccccc2)cc1	-1.1	42	2%	0.8%	i	12	-3%	5%	0.0%	2.5%	6%
C#CCOCCOCCOCCNc1nc(N2CCN(C(=O)[C@H](Cc3ccc(O)cc3)n3cc([C@@H](N)C(C)CC)nn3)CC2)nc(N2CCN(C(=O)[C@H](CCCCN)n3cc([C@@H](N)CC(C)C)nn3)CC2)n1 (stereo not given in full)	-0.5	63	5%	-1.0%	i	25	.	.	.	.	5%
CCOC(=O)CSc1ccc(S(=O)(=O)N2CCCC2)cc1[N+](=O)[O-]	0.5	25	11%	1.4%	i	11	-9%	6%	1.3%	-0.2%	3%
CCOC(=O)C1=C(C)NC(=O)NC1c1ccc(OCCO)c(OC)c1 (stereo not given)	0.2	43	-1%	2.2%	i	39	-5%	4%	-0.1%	2.2%	-9%
CCOC(=O)c1c(NC(=O)CCN2C(=O)c3cccc([N+](=O)[O-])c3C2=O)sc(C(=O)OC(C)C)c1C	12	47	5%	1.6%	i	10	-4%	9%	0.7%	0.7%	0%
COCC(C)N=C1NN=C(c2c[nH]c3ccccc23)CS1 (stereo not given)	-1.1	90	22%	0.5%	i	62	-10%	9%	-0.6%	0.1%	4%
COC(=O)c1ccc(NC(=O)NS(=O)(=O)c2ccc(C)cc2)cc1	-1.4	72	1%	2.2%	i	18	2%	2%	-0.1%	5.1%	-8%
Cc1ccc2nc(N3CCN(C(=O)CCCC(=O)O)CC3)nc(-c3ccccc3)c2c1	-0.9	108	10%	-0.1%	i	9	5%	-3%	-0.3%	0.0%	6%
CN(C)c1cccc(C(=O)N/N=C/c2ccsc2)c1	4.4	49	8%	2.5%	i	55	0%	8%	0.1%	1.7%	-3%
Nc1c(C(=O)OCC2CCCO2)c2nc3ccccc3nc2n1C1CCCCC1 (stereo not given)	37	63	-17%	1.9%	i	10	-6%	-5%	1.0%	-0.6%	0%
CC(CSc1nnnn1-c1ccccc1)Cn1c(N2CCCC2)nc2c1c(=O)[nH]c(=O)n2C (stereo not given)	1.9	60	8%	3.9%	i	47	-5%	6%	-0.4%	-0.7%	4%
CC(C)NC(=O)c1ccc(N(Cc2ccc(Cl)cc2)S(C)(=O)=O)cc1	2.5	64	4%	0.6%	i	48	.	13%	-0.6%	-0.7%	-5%
CC(=O)N(Cc1ccccc1)c1ncc2c(n1)c(=O)c(C#N)c1ccccn12	1.5	39	10%	0.7%	i	15	3%	-2%	-0.4%	0.2%	-5%
O=C(Nc1cc(Cl)ccc1N1CCOCC1)c1cnccn1	-0.4	45	15%	0.0%	i	64	5%	6%	-0.3%	0.1%	-6%
CC(=O)Nc1ccc(S(=O)(=O)Oc2ccc(/C=N/NC(=O)c3ccc(Cl)cc3)cc2)cc1	3.8	78	11%	1.9%	i	33	-5%	2%	0.1%	0.0%	3%
CC(CC(=O)N(CCC1=CCCCC1)c1c(N)n(Cc2ccccc2)c(=O)[nH]c1=O)c1ccccc1 (stereo not given)	8.9	47	11%	-1.4%	i	42	-11%	2%	.	1.0%[50 µM]	-5%
CC(C)(C)NC(=O)CN(C(=O)C1CSC(=O)C1)c1ccc2c(c1)OCCO2 (stereo not given)	-1.4	64	16%	-0.8%	i	56	-1%	9%	0.2%	-0.9%	-1%
CCN(CC)CCSc1nc2ccccc2n1Cc1ccccc1	-0.6	55	8%	-0.7%	i	54	-3%	6%	-1.1%	-0.2%	5%
Cc1ccc(-c2cn(-c3ccccc3)c(SCC(N)=O)n2)cc1C	2.4	63	11%	9.9%	i	53	-6%	14%	.	0.8%[50 µM]	-9%
Cn1c(SCC(=O)Nc2cc(C(C)(C)C)nn2-c2ccccc2)nc2ccccc21	6.4	49	5%	8.5%	i	22	-1%	6%	-1.1%	2.1%	4%
S=c1[nH]nc(-c2ccc(Cl)cc2)n1Cc1ccccc1	-0.9	45	8%	-0.8%	i	6	0%	21%	1.2%	1.8%	-2%
O=C(NCC1(c2ccccc2)CCCC1)C1(c2ccccc2)CCCC1	6.4	36	5%	-2.4%	i	31	2%	10%	-0.2%	0.4%	1%
C=CC[C@H]1Cc2c(cccc2[N+](=O)[O-])[C@H](CC=C)N1	0.3	42	18%	-2.0%	i	60	4%	-2%	-0.2%	-0.8%	-7%

(more compounds)
SMILES	NTR1 agonist	NTR1 agonist cell count 20 µM	Large T inhibition	RSV CPE inhibition	T cell HTS	T cell HTS vesicle-bound %	NS5 inhibitors	Rac1 GTP hydrolysis	West Nile virus CPE	UTI89 phage lysis	PhoP inhibition
C[C@H](C(=O)NCc1ccccc1)C(=O)c1ccccc1	2.5	61	6%	1.1%	i	8	-3%	5%	-0.3%	0.0%	-5%
CCOc1ccc(N(CC(=O)NCc2cccnc2)S(=O)(=O)c2ccc(F)cc2)cc1	-0.2	62	3%	1.5%	i	8	-3%	6%	-0.8%	-0.2%	-3%
Cc1c(C(=O)OCC2CCCO2)[nH]c2c1C(=O)CC(c1ccc(N(C)C)cc1)C2 (stereo not given)	1.9	50	16%	-0.2%	i	31	-1%	12%	1.6%	2.6%	-4%
O=C(CSc1ccc(-c2cccnc2)nn1)c1ccc([N+](=O)[O-])cc1	1.9	47	16%	0.9%	i	58	-7%	11%	-0.6%	0.2%	0%
CCOC(=O)c1c(C)nc(C(Cl)(Cl)Cl)nc1N	1.0	57	2%	?	i	10	0%	0%	0.1%	0.6%	14%
CCC(=O)N1CCc2cc(Br)cc(S(=O)(=O)NCC3CCCO3)c21 (stereo not given)	-1.9	93	5%	2.9%	i	50	-14%	4%	-0.6%	0.5%	-8%
CCOc1ccc(-c2ccc(SCC(=O)NC3CCCCC3)nn2)cc1	2.0	48	2%	0.3%	i	72	1%	6%	-0.5%	0.1%	-5%
CCOc1ccc(CCNC(=O)COC(=O)c2ccc(Br)o2)cc1OCC	1.0	73	1%	-1.5%	i	51	-6%	3%	.	0.4%[50 µM]	-6%
O=C(CCc1ccc(S(=O)(=O)NCCc2ccccc2)cc1)Nc1ccc2c(c1)OCCO2	0.8	47	14%	1.5%	i	25	-2%	9%	-0.8%	0.8%	-11%
Cc1ccc(-n2c(N)c(Br)c(=O)[nH]c2=O)cc1C	2.9	56	-5%	5.2%	i	10	-11%	10%	-0.3%	0.7%	0%
COc1ccc(S(=O)(=O)NCCc2nnc3ccc(SCC(=O)Nc4cc(C)on4)nn23)cc1	2.1	77	8%	-1.1%	i	43	-5%	10%	0.3%	0.2%	3%
COc1ccc(-c2cc(C(=O)Nc3c(C)nn(Cc4ccccc4)c3C)no2)cc1	-0.3	41	16%	-1.3%	i	25	1%	5%	-0.2%	1.9%	-9%
O=C(NC1CCCC1)C(c1ccc(Cl)cc1)N(Cc1ccc(F)cc1)C(=O)CCl (stereo not given)	-0.7	54	7%	-0.6%	i	47	-4%	5%	-1.1%	-0.8%[50 µM]	11%
CCC(NC(=O)c1cc(COc2cncc(Cl)c2)on1)c1ccncc1 (stereo not given)	-1.4	60	1%	1.0%	i	15	10%	11%	-0.5%	0.0%	-8%
CCn1c(C)nc2cc(C(=O)NNC(=S)Nc3ccc(OC)cc3)ccc21	-0.7	47	3%	1.8%	i	45	-1%	5%	-0.5%	-1.9%	-2%
O=C1OC(c2ccccc2)=N/C1=C\N1CCCCC1	0.5	56	22%	-0.8%	i	12	-6%	-1%	-0.4%	3.8%	0%
CC1CCCN(C(=O)Cn2nnc(-c3cccnc3)n2)C1 (stereo not given)	-1.5	76	3%	0.4%	i	17	-6%	-2%	0.0%	0.1%	-4%
C/C(CC(=O)Nc1ccc(Cl)cc1C(F)(F)F)=N\NC(=O)c1cccs1	-0.9	52	14%	4.5%	i	47	-2%	9%	0.2%	5.9%	1%
O=C(NC(C(=O)c1ccccc1)n1cnccc1=O)c1ccccc1 (stereo not given)	0.2	61	12%	1.1%	i	42	-4%	8%	0.4%	0.3%	-9%
COC(=O)c1ccc2c(=O)[nH]c(COC(=O)c3c(-c4ccccc4Cl)noc3C)nc2c1	0.0	39	8%	6.2%	i	53	-2%	4%	.	0.2%[50 µM]	4%
Cc1ccc(-c2noc(C3CCN(S(=O)(=O)c4ccc5c(c4)OCCO5)CC3)n2)o1	0.5	47	16%	1.4%	i	10	-6%	5%	-0.5%	6.9%	-4%
Cc1noc(C)c1S(=O)(=O)Nc1ccc(O)c2c(=O)cc(-c3ccccc3Cl)oc12	1.4	54	7%	4.3%	i	29	-7%	8%	-0.1%	0.0%	-2%
CN(CC(=O)Nc1ccccc1Cl)C(=O)COC(=O)c1ccc(=O)n(Cc2ccccc2)n1	0.0	62	0%	-1.6%	i	12	3%	4%	.	1.5%[50 µM]	0%
CNC(=S)NCc1ccc(Cl)cc1	-1.5	56	.	0.3%	i	37	-9%	3%	-0.1%	1.4%	.
CCn1cc(C(=O)NN)c(=O)c2cc(F)c(N3CCCCC3)cc21	5.4	86	.	.	.	.	1%	9%	0.0%	0.3%	.
CCCC(C(=O)NC1CCCC1)N(C(=O)Cn1nnc(-c2ccc(C)o2)n1)c1ccccc1F (stereo not given)	-0.7	48	.	.	.	.	-12%	5%	0.3%	1.1%	.
Cc1ccc(S(=O)(=O)N(C)CC(=O)NC2CCCC2)cc1	1.2	61	-2%	0.8%	i	49	1%	7%	-0.1%	0.5%	0%
Cn1c(/C=C/N2CCOCC2)c(C(=O)c2ccc(Br)cc2)c(=O)n(C)c1=O	0.9	52	27%	1.9%	i	6	-15%	6%	-0.1%	0.1%	-2%
